JMJD2C inh – inhibitors of GASC-1 histone demethylase, primary screen, biochemical, fluorescence, DELFIA europium. AID 2099, 2009. actives 0.069% (n = 330,000). GST-JMJD2C(1-420) H3K9me3 demethylation. inhibition, % at 2.35 µM;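 active = more than half of a compound's replicate wells show inhibition beyond 50%, single wells judged on their own value; inconclusive = some, but no more than half, of replicates pass 50% inhibition; inactive = no replicate passes 50% inhibition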;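 note: signal counts dimethyl H3K9 product captured on neutravidin plate; 0% = median of DMSO wells and 100% = 0.3 times that DMSO median; strong numbers were not always called active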
Target sequence (Q9H3R0 1-420 limits assumed): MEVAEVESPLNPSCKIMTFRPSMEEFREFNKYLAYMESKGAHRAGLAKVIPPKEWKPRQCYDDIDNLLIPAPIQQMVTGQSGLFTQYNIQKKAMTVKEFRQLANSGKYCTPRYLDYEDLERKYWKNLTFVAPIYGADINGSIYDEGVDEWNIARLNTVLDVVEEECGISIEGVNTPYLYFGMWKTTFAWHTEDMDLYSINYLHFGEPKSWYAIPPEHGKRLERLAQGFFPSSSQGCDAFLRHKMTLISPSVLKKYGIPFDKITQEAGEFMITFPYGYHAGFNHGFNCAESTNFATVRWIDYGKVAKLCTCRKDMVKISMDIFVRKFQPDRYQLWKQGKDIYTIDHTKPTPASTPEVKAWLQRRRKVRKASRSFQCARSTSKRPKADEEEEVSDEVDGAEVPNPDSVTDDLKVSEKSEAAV
TPT1 inhibitor – Candida albicans TPT1 enzyme inhibitors, primary screen, biochemical, fluorescence polarization | tRNA 2'-phosphotransferase TPT1 (Candida albicans SC5314) | recombinant caTPT1, FP RNA substrate dephosphorylation | inhibition, % at 5 µM | actives 0.81% (n = 300,000) | AID 1962, 2009;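 active = inhibition above the mean of all tested compounds plus 3 SD, set per screening campaign, cut at about 24% in these data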;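 note: plate controls were DMSO alone for no effect and ferristatin control at 100 nM for full effect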
Efflux pump mplx – inhibitors of Candida efflux pumps in yeast, primary screen, S. cerevisiae, Nile Red, multiplex; S. cerevisiae Candida pump triplex; inhibition, % at 10 µM; actives 0.44% (n = 330,000); AID 485275, 2010;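 active = plate passing quality check with inhibition over a set limit, or well fluorescence over plate mean plus 4 SD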;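 note: Nile Red retained in pooled yeast measured as flow cytometry median fluorescence; 0% = buffer negative control and 100% = Enniatin B positive control; higher means more Nile Red kept so more efflux inhibition; some compounds called inactive have numbers as strong as hits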
procasp7 counter – procaspase-7 activators, primary screen, counter-screen for procaspase-3 activator project, biochemical, absorbance, HTS, human; recombinant procaspase-7, Ac-DEVD-pNA absorbance 405 nm; D23A/D198A/D206A triple mutant, cannot self-cleave; scale: DMSO 0, 5 µM enzyme 100; Caspase-7 (Homo sapiens), P55210; activation, % at 8.5 µM; actives 0.093% (n = 330,000);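 active = percent activation above the screen-wide mean plus 3 SD, cut at about 25% in these data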
Target sequence (P55210 whole entry D23A/D198A/D206A): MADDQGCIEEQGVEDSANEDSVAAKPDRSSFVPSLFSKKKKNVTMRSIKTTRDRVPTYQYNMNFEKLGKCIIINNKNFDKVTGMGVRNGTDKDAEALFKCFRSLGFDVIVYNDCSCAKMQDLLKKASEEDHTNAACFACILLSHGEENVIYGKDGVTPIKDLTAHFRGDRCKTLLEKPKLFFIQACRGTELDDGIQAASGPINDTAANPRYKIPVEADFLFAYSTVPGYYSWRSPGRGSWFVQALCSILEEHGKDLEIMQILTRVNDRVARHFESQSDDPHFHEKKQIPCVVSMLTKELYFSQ
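Test system: Procaspase-7 triple mutant (PC-7 D3A). Also added: Ac-DEVD-pNA substrate, 400 µM as added. Schedule: 1 h enzyme–compound preincubation and 2 h substrate reaction, both 25 °C. Signal: p-Nitroaniline absorbance at 405 nm, read at 0 and 120 min. Control set: low DMSO alone, high DMSO plus 5 µM PC-7.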
core dimer inh – inhibitors of HCV core protein dimerization, primary screen, biochemical, TR-FRET, high-throughput. TR-FRET GST/Flag-core106 dimerization, 1536-well. inhibition, % at 5 µM. actives 0.33% (n = 300,000). AID 1899, 2009;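 active = inhibition above the mean of all tested compounds plus 3 SD, set per screening campaign, cut at about 45% in these data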
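Assay system: Tagged HCV core106 pair (GST and Flag) | Buffer or medium: KF-containing HEPES buffer, pH 7.45, DTT, CHAPS, BSA | Also added: Eu donor and XL665 acceptor anti-tag antibodies | Dosing: One concentration, 5 µM, in 0.5% DMSO | Timing: 4 h at 22.5 °C | Technique: TR-FRET 671 and 617 nm emission | Repeats: Singlicate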
PP1 inh – PP1-alpha phosphatase inhibitors, primary screen, counter-screen for PP5 inhibitor project, biochemical, fluorescence, OMFP substrate, single point | Serine/threonine-protein phosphatase PP1-alpha catalytic subunit (Homo sapiens), P62136 | actives 0.9% (n = 320,000) | AID 2235, 2010 | inhibition, % at 6.7 µM | purified PP1alpha;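 active = inhibition above the mean inhibition of all tested compounds plus 3 SD, computed separately for each screening campaign, cut at about 15% in these data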
CTSL1 counter – Fasciola hepatica cathepsin L1 inhibitors, primary screen, counter-screen for PFM18AAP inhibitor project, biochemical, QFRET, fluorogenic peptide substrate; recombinant F. hepatica cathepsin L1, Z-Leu-Arg-MCA fluorescence; inhibition, % at 5.96 µM; actives 0.49% (n = 300,000);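 active = inhibition above the mean of all tested compounds plus 3 SD, set per screening campaign, cut at about 17% in these data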;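 note: 0% = plate median of test compound wells and 100% = 1 µM Z-Phe-Ala-diazomethylketone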
PP5 inh – PP5 phosphatase inhibitors, primary screen, biochemical, fluorescence; inhibition, % at 6.7 µM; AID 1987, 2009; Serine/threonine-protein phosphatase 5 (Homo sapiens), P53041; purified PP5c, OMFP substrate fluorescence; actives 0.18% (n = 320,000);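 active = inhibition above the campaign's mean inhibition across all tested compounds plus 3 SD, cut at about 9.5% in these data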;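 note: 0% = DMSO only and 100% = 100 µM cantharidin control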
proCasp3 act – activators of human procaspase-3 D3A mutant, primary screen, biochemical, absorbance, PC-3 D3A mutant, single concentration; Caspase-3 (Homo sapiens), P42574; recombinant procaspase-3 D3A, Ac-DEVD-pNA absorbance 405 nm; activation, % at 8.5 µM; actives 0.11% (n = 330,000); AID 463141, 2010;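 active = activation above the mean of all tested compounds plus 3 SD, cut at about 21% in these data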;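 note: 0% = DMSO alone and 100% = DMSO wells spiked with extra 5 µM PC-3 D3A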
Target sequence (P42574 whole entry D9A/D28A/D175A): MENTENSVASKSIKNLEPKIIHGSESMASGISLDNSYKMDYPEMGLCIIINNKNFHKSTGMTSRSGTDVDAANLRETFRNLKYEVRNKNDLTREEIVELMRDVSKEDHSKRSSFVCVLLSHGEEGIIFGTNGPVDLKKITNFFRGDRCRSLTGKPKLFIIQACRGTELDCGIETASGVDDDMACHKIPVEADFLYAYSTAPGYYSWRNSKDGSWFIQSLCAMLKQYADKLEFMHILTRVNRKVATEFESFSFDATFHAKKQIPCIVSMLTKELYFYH
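Assay system: Autoprocessing-dead procaspase-3 D3A mutant enzyme; also added: Ac-DEVD-pNA; doses: one concentration, 8.5 µM nominal, 0.8% DMSO; times: 1 h compound preincubation, 2 h substrate hydrolysis at 25 °C; technique: 405 nm absorbance of p-nitroaniline, reads at 0 and 120 min; measure: % activation between DMSO and enzyme-spiked controls; repeats: single replicate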
Active calls of the source: *; ? = inconclusive; nt = not tested or not shown; & = joins results of further samples.

[1] CCn1c(C)nc2cc(-c3nc4n(n3)Cc3ccccc3-4)ccc21
[2] COc1ccccc1NC(=O)c1ccc(CSc2ccccc2)o1
[3] Cc1ccccc1N(C(=O)c1snc(C(N)=O)c1N)C(C)C(=O)NC1CCCCC1 (configuration not stated)
[4] C=CC[n+]1c(-c2ccc(OC)c(OC)c2)csc1NNC(=O)Nc1ccccc1
[5] O=C(NCCOc1ccccc1)C1CCC(=O)N(CCc2ccccn2)C1 (configuration not stated)
[6] COc1ccc(NC(=O)C2CC(=O)NC3=C2C(=O)CC(C)(C)C3)cc1 (configuration not stated)
[7] Cc1ccc(-n2c(C)cc(/C=N/NC(N)=S)c2C)cc1
[8] Cc1cc(C)n2[nH]c(=O)c(N=Nc3ccc(S(N)(=O)=O)cc3)c2n1
[9] CC(=O)Nc1cccc(NC(=O)CS(=O)(=O)c2cn(CC(=O)N3CCOCC3)c3ccccc23)c1
[10] COc1ccc(Br)cc1/C=N/NC(=O)c1ccc2nc[nH]c2c1
compound no.	1	2	3	4	5	6	7	8	9	10
JMJD2C inh	8	?	5	?	-2	1	9	4	5	1
TPT1 inhibitor	-3	0	0	25*	3	0	-2	-4	-4	-3
Efflux pump mplx	0.1	0.0	0.1	-0.1	-0.2	0.1	0.1	-0.1	0.0	0.1
procasp7 counter	2	-2	-2	-15	1	11	-23	2	8	-2
core dimer inh	4	2	9	2	-5	-4	11	-12	4	-11
PP1 inh	1	-2	1	-2	-3	1	2	1	-4	-2
CTSL1 counter	-1	3	1	4	0	-1	31*	4	-2	4
PP5 inh	3.4	0.2	1.8	0.9	1.2	0.6	-0.3	4.4	-1.4	3.1
proCasp3 act	-6	1	5	4	9	3	-20	-13	2	2

Entries of single compounds, quoted from the list. Values in the order: JMJD2C inh	TPT1 inhibitor	Efflux pump mplx	procasp7 counter	core dimer inh	PP1 inh	CTSL1 counter	PP5 inh	proCasp3 act
Results for CCn1c(C)nc2cc(-c3nc4n(n3)Cc3ccccc3-4)ccc21 : 8	-3	0.1	2	4	1	-1	3.4	-6
Results for COc1ccc(Br)cc1/C=N/NC(=O)c1ccc2nc[nH]c2c1 : 1	-3	0.1	-2	-11	-2	4	3.1	2
Results for COc1ccc(NC(=O)C2CC(=O)NC3=C2C(=O)CC(C)(C)C3)cc1 (configuration not stated) : 1	0	0.1	11	-4	1	-1	0.6	3
Results for CC(=O)Nc1cccc(NC(=O)CS(=O)(=O)c2cn(CC(=O)N3CCOCC3)c3ccccc23)c1 : 5	-4	0.0	8	4	-4	-2	-1.4	2

The list goes on:
[11] OC(CNCC1COc2ccccc2O1)COCc1cccs1 (configuration not stated)
[12] CCOc1ccc(NC(=O)COC(=O)c2c(OC)cccc2OC)cc1
[13] CCC(C)Sc1nc2c(cnn2-c2ccccc2)c(=O)[nH]1 (configuration not stated)
[14] OCC1(CCc2ccccc2)CCCN(CCCc2ccccc2)C1 (configuration not stated)
[15] O=C(NCCc1ccc(O)c(O)c1)C1COc2ccccc2O1 (configuration not stated)
[16] Fc1cccc(NC(=S)NCc2ccc(Cl)cc2)c1
[17] Cc1noc(C(=O)N2CCN(c3ccccc3)CC2)c1Cl
[18] O=C(O)Cn1c(COc2ccc(Cl)cc2)nc2ccccc21
[19] N/C(=N\OC(=O)Cc1cccs1)c1ccc(Br)cc1
[20] CC(C)(C)c1nnc2sc(SC/C(O)=C(\C#N)c3nc4ccccc4[nH]3)nn2c1=O
compound no.	11	12	13	14	15	16	17	18	19	20
JMJD2C inh	-2	3	10	-3	-5	-4	3	3	-25	3
TPT1 inhibitor	-2	0	-7	-1	0	1	-2	2	4	11
Efflux pump mplx	-0.1	0.5	0.9	0.1	0.0	0.2	0.0	0.0	0.0	0.2
procasp7 counter	6	4	4	-10	-30	7	11	-3	2	2
core dimer inh	5	-6	-6	7	3	-9	-6	1	-2	60*
PP1 inh	0	-1	7	-2	-4	8	1	-4	-5	6
CTSL1 counter	-2	-14	8	-3	4	1	-2	-1	-16	-4
PP5 inh	-1.7	3.1	-5.7	2.1	-2.2	5.2	1.7	1.8	-2.0	0.2
proCasp3 act	4	2	0	3	-14	-2	-3	9	5	7

[21] O=C(O)CN1C(=O)NC2(CCc3ccccc32)C1=O (configuration not stated)
[22] Cc1[nH]c2ccccc2c1C(=O)COC(=O)c1ccc([N+](=O)[O-])s1
[23] O=C(NCc1ccc2c(c1)OCO2)C(=O)NCC1OCCN1S(=O)(=O)c1ccc(Cl)cc1 (configuration not stated)
[24] CC(=O)NC1(c2cccc(F)c2)CCN(C(=O)Nc2ccc(C#N)cc2)CC1
[25] COc1ccc(-n2c(SCC(=O)N(C)C3CCS(=O)(=O)C3)nc3ccc(O)cc3c2=O)cc1OC (configuration not stated)
[26] O=C(CSc1nccn1-c1ccccc1)NO
[27] COC(=O)c1ccc(CNC(=O)c2ccc3c(c2)NC(=O)CS3)cc1
[28] COc1ccc2c(c1)[C@H]1[C@H](CO2)[C@H](c2ccccc2)[C@]2(C)C(=O)Nc3ccc(Br)cc3C(=O)N12
[29] COc1ccc2oc(=N)c(C(=O)Nc3ccccc3Cl)cc2c1
[30] Nc1cc(N)nc(SCC(=O)NNC(=O)Cc2ccccc2)n1
compound no.	21	22	23	24	25	26	27	28	29	30
JMJD2C inh	4	7	2	-2	-7	7	0	9	10	28
TPT1 inhibitor	1	1	3	2	nt	0	nt	nt	1	-1
Efflux pump mplx	-0.1	-0.2	0.1	-0.2	-0.1	0.0	0.0	-0.2	-0.2	0.1
procasp7 counter	-8	0	-8	-7	7	1	8	6	10	2
core dimer inh	-14	9	4	-5	nt	6	nt	nt	-16	-2
PP1 inh	2	-1	-1	-1	nt	-4	-1	nt	-3	-1
CTSL1 counter	-7	-4	-4	4	nt	-5	nt	nt	20*	3
PP5 inh	3.0	3.6	4.4	-2.9	nt	-1.4	-0.8	nt	0.9	-2.7
proCasp3 act	-1	-1	-5	9	2	-4	-7	2	-6	0

[31] CCC1(C)Cc2c(sc3nc(NC)n(C)c(=O)c23)CO1 (configuration not stated)
[32] C/C(CC(=O)Nc1ccc2c(c1)OCCO2)=N\NC(=O)Cc1ccccc1
[33] O=C(NC1CCCCC1)c1ccc(-n2cncn2)c([N+](=O)[O-])c1
[34] Nc1cccnc1-n1nc(C(F)(F)F)cc1C(F)(F)F
[35] COc1ccc(-c2oc3ccccc3c(=O)c2OCC(=O)O)cc1
[36] CN(C)Cc1c(C(=O)N/N=C/c2cccc3ccccc23)nnn1-c1nonc1N
[37] CC(=O)Nc1ccc(Oc2ccc(S(=O)(=O)N3CCCC3)cn2)cc1
[38] COc1ccccc1NS(=O)(=O)c1ccc(NC(=O)c2nc3nc(C)cc(C(F)F)n3n2)cc1
[39] Cc1cccc(N2CCN(Cc3nc(-c4ccc(F)cc4F)oc3C)CC2)n1
[40] COCC(=O)N1CCC(Oc2ccc(C(=O)N3CCCCCC3)cc2)CC1
compound no.	31	32	33	34	35	36	37	38	39	40
JMJD2C inh	-22	-8	9	0	-20	-1	0	7	-7	-1
TPT1 inhibitor	3	1	nt	-1	-10	2	nt	2	-3	-1
Efflux pump mplx	0.0	-0.6	-0.1	-0.6	-0.2	-0.3	-0.2	0.1	-0.1	0.0
procasp7 counter	8	6	10	1	-2	-4	1	-3	9	-5
core dimer inh	-4	2	nt	-1	2	6	nt	2	2	10
PP1 inh	1	1	nt	1	-1	-2	-3	-5	2	-5
CTSL1 counter	-1	-2	nt	-4	8	0	nt	0	3	-3
PP5 inh	2.9	0.7	nt	1.2	0.3	1.6	-1.3	0.1	1.1	2.0
proCasp3 act	-2	9	2	1	14	2	-7	9	-3	4

[41] Cc1cccc(C)c1OCCCCN1CCNCC1
[42] COc1ccc(OC)c(S(=O)(=O)NCC(=O)O)c1
[43] O=C(CCN1C(=O)C2CC=CCC2C1=O)Nc1cc(C(F)(F)F)ccc1N1CCCC1 (configuration not stated)
[44] Cc1ccccc1NC(=O)Nc1ccccn1
[45] O=S(=O)(c1cccc(C(F)(F)F)c1)N(CCCN1CCOCC1)Cc1cccs1
[46] COc1cc(C2C(C#N)=C(N)OC3=C2C(=O)CC(C)(C)C3)ccc1OC(=O)N1CCOCC1 (configuration not stated)
[47] CC(C)CCNc1nc2ccccc2nc1NS(=O)(=O)c1cccs1
[48] O=C(CCS(=O)(=O)c1ccc(F)cc1)Nc1nc(-c2ccncc2)cs1
[49] CCOCCCNC(=O)C(c1ccccc1)N(Cc1cccs1)C(=O)CNC(=O)c1ccccc1 (configuration not stated)
[50] COC(=O)c1sccc1NC(=O)C1CC=CCC1C(=O)O (configuration not stated)
[51] NC(=O)C1c2ccccc2Oc2ccccc21
[52] CC1CC(C)(C)CC2(C1)NC(=O)N(CC(=O)NCCc1c[nH]c3ccccc13)C2=O (configuration not stated)
compound no.	41	42	43	44	45	46	47	48	49	50	51	52
JMJD2C inh	-10	2	0	-34	15&2	6&8	-8	-6	8	5	32	33
TPT1 inhibitor	0	0	-3	-2	2&-4	-3	0	-1	2	-1	-4	3
Efflux pump mplx	0.0	0.0	-0.1	-0.1	-0.1&0.0	-0.1	0.0	0.2	0.0	0.1	4.9*	0.8
procasp7 counter	3	-2	-9	0	-1&8	9	4	-19	2	6	8	-1
core dimer inh	-5	-2	2	-10	0&-4	3	7	-3	4	0	-7	-4
PP1 inh	3	-6	-5	-3	1&1	-5	-4	0	1	-1	1	2
CTSL1 counter	-3	3	11	-7	1&1	0	2	2	3	-5	-4	-1
PP5 inh	2.5	3.3	0.0	1.6	2.6&1.3	0.7	-0.5	-0.9	-0.1	0.5	0.5	2.3
proCasp3 act	8	0	8	5	-4&-3	-4	-3	-3	-3	-1	-13	-1

Bioassay records (PubChem)
